Source: PubChem
IDE cell activ: human IDE activators in live cells, primary screen, fluorescence polarization, HEK cells, FAbeta-B substrate | activation, % at 5.96 µM | AID 493087, 2011 | actives 0.073% (n = 340,000) | Insulin-degrading enzyme (Homo sapiens), P14735 | FAbeta-B cleavage; 0% vehicle, 100% cell-free pure enzyme wells;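 active = activation above the mean of all tested compounds plus 3 SD, set per screening campaign, cut at about 17% in these data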
CRFBP-R2 agonist: agonists of CRF-BP/CRF-R2 complex, primary screen, cell-based, HEK293, calcium dye fluorescence, uHTS | CRF-binding protein / CRF receptor 2 complex (human) | calcium dye fluorescence (FLIPR); percent of saturating CRF peptide response | activation, % at 13.2 µM | actives 0.46% (n = 350,000);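 active = activation of at least 50%, plus an integration ratio under a set limit after plate pattern correction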;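 note: plate controls were neutral control wells without compound for no effect and CRF at EC100 for full effect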
PHOSPHO1 inh: PubChem AID 1565; Phosphoethanolamine/phosphocholine phosphatase (Homo sapiens), Q8TCT1; recombinant PHOSPHO1, absorbance phosphatase assay; inhibition, % at 13.3 µM; actives 1.1% (n = 290,000); in the data active = inhibition above about 60%
CRFBP-R2 block: antagonists of CRF-BP/CRF-R2 complex, primary screen, cell-based, HEK293, calcium dye fluorescence, uHTS; inhibition, % at 11.8 µM; CRF-induced calcium fluorescence; AID 588475, 2011; actives 0.59% (n = 350,000);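 active = inhibition of the ligand-induced calcium signal above about 50% at the single tested concentration, limit read from the data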
IDE cell inh: human IDE inhibitors in live cells, primary screen, fluorescence polarization, HEK cells, FAbetaB substrate; inhibition, % at 5.59 µM; Insulin-degrading enzyme (Homo sapiens), P14735; FAbetaB cleavage; AID 434962, 2010; actives 0.41% (n = 320,000);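 active = percent inhibition above the average of all tested compounds plus 3 SD, set per screening campaign, cut at about 16% in these data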;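 note: IDE supplied by intact live HEK cells; FP after avidin binding of uncleaved biotin substrate so inhibition keeps polarization high; 0% = DMSO wells and 100% = 60 µM reference IDE inhibitor Ii1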
p-CIP stab down: p/CIP-EGFP fusion destabilizers, primary screen, fluorescence, F442A cells; Q05BA5; 16 h; actives 0.01% (n = 290,000); decrease of EGFP signal, % at 10 µM; AID 1984, 2009;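 active = EGFP signal decrease of at least 30% at 10 µM or well 3 SD below plate mean, unless failing retest; inactive = the rest, including hits failing retest or dose response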; note: some compounds called inactive have numbers as strong as hits; many of its hits are not listed in these tables
Target sequence (Q05BA5 1-1403): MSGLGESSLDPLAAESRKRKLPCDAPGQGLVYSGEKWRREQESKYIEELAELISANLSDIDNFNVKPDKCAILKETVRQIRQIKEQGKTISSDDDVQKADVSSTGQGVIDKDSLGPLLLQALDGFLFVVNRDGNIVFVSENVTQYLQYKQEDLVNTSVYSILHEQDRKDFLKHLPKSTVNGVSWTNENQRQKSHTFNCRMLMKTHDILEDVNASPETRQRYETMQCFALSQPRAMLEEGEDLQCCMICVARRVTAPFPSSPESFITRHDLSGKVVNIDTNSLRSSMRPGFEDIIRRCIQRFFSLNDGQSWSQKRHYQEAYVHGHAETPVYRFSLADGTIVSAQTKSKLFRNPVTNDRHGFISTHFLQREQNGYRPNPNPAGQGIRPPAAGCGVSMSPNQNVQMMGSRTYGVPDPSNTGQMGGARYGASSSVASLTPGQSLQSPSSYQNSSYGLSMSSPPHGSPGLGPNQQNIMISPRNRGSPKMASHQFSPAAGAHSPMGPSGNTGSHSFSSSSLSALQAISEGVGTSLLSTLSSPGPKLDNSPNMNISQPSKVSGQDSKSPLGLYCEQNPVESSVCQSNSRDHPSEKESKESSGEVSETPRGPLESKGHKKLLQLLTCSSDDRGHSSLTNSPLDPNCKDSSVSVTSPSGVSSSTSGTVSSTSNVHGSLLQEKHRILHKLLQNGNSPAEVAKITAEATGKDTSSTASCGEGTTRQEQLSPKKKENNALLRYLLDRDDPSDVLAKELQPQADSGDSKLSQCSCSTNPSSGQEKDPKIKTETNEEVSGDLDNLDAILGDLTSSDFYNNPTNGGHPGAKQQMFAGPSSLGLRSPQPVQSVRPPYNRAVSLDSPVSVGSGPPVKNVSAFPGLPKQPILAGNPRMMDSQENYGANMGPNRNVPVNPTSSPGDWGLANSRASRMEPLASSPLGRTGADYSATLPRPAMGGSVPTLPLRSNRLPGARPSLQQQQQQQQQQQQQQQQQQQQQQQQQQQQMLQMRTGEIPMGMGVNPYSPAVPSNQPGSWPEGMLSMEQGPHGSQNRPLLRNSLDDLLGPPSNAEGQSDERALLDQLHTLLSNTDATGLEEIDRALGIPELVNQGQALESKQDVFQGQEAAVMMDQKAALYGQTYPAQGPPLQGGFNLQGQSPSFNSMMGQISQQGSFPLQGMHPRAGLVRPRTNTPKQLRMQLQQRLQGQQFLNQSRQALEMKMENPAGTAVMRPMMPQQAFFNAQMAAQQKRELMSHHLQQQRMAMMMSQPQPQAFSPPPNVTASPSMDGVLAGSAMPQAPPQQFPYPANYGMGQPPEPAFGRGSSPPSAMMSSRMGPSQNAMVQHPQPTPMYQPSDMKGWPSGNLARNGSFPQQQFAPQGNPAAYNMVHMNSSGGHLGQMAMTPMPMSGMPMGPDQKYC
GalR3 antag: GalR3 antagonists in HEK293 cells, primary screen, cell-based, fluorescence readout. Galanin receptor type 3 (Homo sapiens), O60755. HEK293 GalR3-CNG cAMP membrane potential fluorescence; galR3 body fused to GalR1 C-terminus. inhibition, % at 3 µM. actives 0.44% (n = 360,000). AID 651719, 2012;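 active = inhibition above the screen-wide average plus 3 SD, cut at about 13% in these data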;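 note: forskolin and galanin both at EC90 stimulate the cells; cAMP rise reported by CNG channel membrane potential dye signal; 0% = forskolin plus galanin with DMSO and 100% = forskolin alone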
MEKK3 PB1 HTS: modulators of MEKK3-MEK5 PB1 binding, primary screen, biochemical, wildtype MEKK3, multiplex bead flow cytometry, Alexa488-MEK5; Mitogen-activated protein kinase kinase kinase 3 (Homo sapiens), Q99759; bead-based flow cytometry, Alexa488-MEK5 binding to MEKK3; actives lie on both sides; 0 = blocked by unlabeled MEK5, 100 = vehicle; binding response (% of control), % at 10 µM; actives 1.4% (n = 290,000);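 active = binding response more than 3 SD above or below the average of its plate-row segment, actives on both sides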;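 note: Alexa488 bead fluorescence after subtracting the streptavidin-only scavenger bead signal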
M4 PAM: human M4 muscarinic receptor positive allosteric modulators, primary screen, CHO-K1 cells, Fluo-8 calcium fluorescence; actives 0.4% (n = 360,000); CHO-K1 hM4/Gqi5, ACh EC20; 0% = ACh EC20, 100% = maximal ACh; AID 624126, 2012; activation, % at 3 µM;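 active = activation above its plate's cutoff, the mean activation of sample wells plus 3 SD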; note: some results filed as inactive read as strong as hits
* = called active by the depositor; / = not tested or not shown. Compounds as they come; 4.2% or so of the library scored in one or more.

SMILES	IDE cell activ	CRFBP-R2 agonist	PHOSPHO1 inh	CRFBP-R2 block	IDE cell inh	p-CIP stab down	GalR3 antag	MEKK3 PB1 HTS	M4 PAM
Cc1nc(-c2ccc(F)cc2)c(CC(=O)Nc2cc(S(=O)(=O)N3CCCCC3)ccc2C)s1	3	-0.3	/	12	1	/	-5	/	-3
O=C(NCc1ccco1)c1ccc(CS(=O)c2ccccc2Cl)o1 (centres undefined)	/	-0.3	/	-4	/	/	-6	/	5
COC(=O)[C@@]12CCCCN1[C@H](c1ccc(-c3ccc4c(c3)OCO4)c(OC)c1)[C@@H]1C(=O)N(C)C(=O)[C@@H]12	7	-0.9	/	-3	-2	/	-5	/	1
Cc1cc(-n2c(C)cc(C(=O)CSc3nnnn3-c3ccc(Cl)cc3)c2C)no1	2	1.2	-1	6	-2	-2	-10	86	-8
COC(=O)C1=CN(c2cccc(Cl)c2)C=C(C(=O)OC)C1c1cccc(OC)c1	-1	0.0	-8	9	/	4	-3	98	-3
O=C(C1CCCN(Cc2cccc(F)c2)C1)N1CCCCC1 (centres undefined)	3	1.4	1	-13	1	-4	-4	100	4
CC(C)(C)OC(=O)NC1CC2CCCC(C1)N2Cc1ccccc1 (centres undefined)	-1	5.0	45	-5	/	3	-7	100	-17
Cc1cccc2cc(C(c3nnnn3C(C)(C)C)N(Cc3ccco3)CC3CCCO3)c(=O)[nH]c12 (centres undefined)	7	0.5	16	-31	-4	-10	-3	78	0
COCCN(C(=O)COC(=O)CCn1c(C)csc1=O)c1c(N)n(Cc2ccccc2)c(=O)[nH]c1=O	3	-0.9	/	3	5	/	-2	/	17
CCN(C(=O)CSc1nnc(-c2ccncc2)n1-c1ccccc1)C1CCS(=O)(=O)C1 (centres undefined)	6	1.4	24	-1	-4	4	-4	99	5

A draw from above in order of number of heavy atoms, highest first:
SMILES	IDE cell activ	CRFBP-R2 agonist	PHOSPHO1 inh	CRFBP-R2 block	IDE cell inh	p-CIP stab down	GalR3 antag	MEKK3 PB1 HTS	M4 PAM
COCCN(C(=O)COC(=O)CCn1c(C)csc1=O)c1c(N)n(Cc2ccccc2)c(=O)[nH]c1=O	3	-0.9	/	3	5	/	-2	/	17
Cc1nc(-c2ccc(F)cc2)c(CC(=O)Nc2cc(S(=O)(=O)N3CCCCC3)ccc2C)s1	3	-0.3	/	12	1	/	-5	/	-3
COC(=O)C1=CN(c2cccc(Cl)c2)C=C(C(=O)OC)C1c1cccc(OC)c1	-1	0.0	-8	9	/	4	-3	98	-3

Sorted by the number under IDE cell inh (highest first): some entries from above.
canonical_smiles	IDE cell inh
COCCN(C(=O)COC(=O)CCn1c(C)csc1=O)c1c(N)n(Cc2ccccc2)c(=O)[nH]c1=O	5
O=C(C1CCCN(Cc2cccc(F)c2)C1)N1CCCCC1 (centres undefined)	1
Cc1cc(-n2c(C)cc(C(=O)CSc3nnnn3-c3ccc(Cl)cc3)c2C)no1	-2
CCN(C(=O)CSc1nnc(-c2ccncc2)n1-c1ccccc1)C1CCS(=O)(=O)C1 (centres undefined)	-4

Going on with the list.
SMILES	IDE cell activ	CRFBP-R2 agonist	PHOSPHO1 inh	CRFBP-R2 block	IDE cell inh	p-CIP stab down	GalR3 antag	MEKK3 PB1 HTS	M4 PAM
Cc1ccc(N=C2C(=O)Nc3ccc(Br)cc32)cc1	-3	5.1	-8	-33	8	-3	-9	102	8
COCC1CCN(Cc2cn(-c3ccccc3F)nc2-c2cc(C)sc2C)CC1	3	0.3	37	-11	4	-9	9	94	6
O=C(CSc1nnc(CNC(=O)c2ccccc2)o1)NCCc1ccccc1	0	-0.8	22	8	0	-14	0	100	2
Clc1ccc(-c2cn3cccnc3n2)cc1	1	1.0	2	0	2	0	-2	103	5
COc1cccc(NC(=O)c2c(C)cc(C)cc2CC(C)(C)C(=O)O)c1	4	2.5	33	4	8	-6	-3	100	-3
CCOC(=O)N1CCN(c2nc(-c3ccccc3)c3cc(C)ccc3n2)CC1	1	-0.6	14	15	7	9	-11	104	3
CCCCCCOc1ccc(/C=C/C(=O)N2CCOCC2)cc1OC	5	0.4	24	8	3	-12	-2	103	9
COc1ccc(NC(=O)N2c3ccccc3CC2C)cc1OC (centres undefined)	-2	-1.5	14	5	-3	-8	-3	102	12
COc1ccc(-c2csc(NC(=O)CSc3nc(C)cs3)n2)cc1	1	0.8	/	38	1	/	-6	89	4
O=C(Cc1ccccc1[N+](=O)[O-])OCC(=O)c1ccccc1Br	10	-1.3	/	-4	-2	/	-3	/	5
Cc1ccccc1NC(=O)C1CCC(=O)N1 (centres undefined)	-4	-1.5	25	1	-4	2	-6	107	4
CCc1nnc(NC(=O)C2CC(=O)N(c3ccc(C)cc3)C2)s1 (centres undefined)	3	0.8	-23	-15	0	-13	-1	100	9
COc1nc(Nc2ccc(C(C)=O)cc2)nc(OC)n1	3	0.9	7	-11	-1	-2	-2	98	10
Cc1ccc(S(=O)(=O)N2CCCCC2CCNC(=O)C(=O)NC2CC2)cc1 (centres undefined)	-4	-1.2	/	-2	-1	/	-3	/	-2
Nc1nc2ccccc2nc1N1CCCC1	-7	0.9	20	-9	5	-5	-6	105	-6
Cc1ccc2oc(=O)c3cnn(CC(=O)NC4CCC(C)CC4)c3c2c1 (centres undefined)	-7	-0.2	-11	-14	1	-9	/	100	-9
COc1cccc(CNC(=O)COc2cc3c(c4oc(=O)cc(C)c24)CCC(C)(C)O3)c1	-1	1.5	34	9	7	-6	-2	103	-14
CC1=C(/C=C/C(C)=C/C=C/C(C)=C/CO)C(C)(C)CCC1	8	6.9	/	-15	4	/	2	105	-1
COCCn1c(=NC(=O)c2ccc(S(=O)(=O)N3CCCc4ccccc43)cc2)sc2cc(S(C)(=O)=O)ccc21	2	-1.4	23	-13	2	-2	3	85	-2
Cc1ccc(NC(=O)CN2CCCC2c2cccn2C)c(Br)c1 (centres undefined)	5	-0.1	/	-6	-3	/	-6	/	8

Part of the list above with just p-CIP stab down, CRFBP-R2 block and IDE cell inh.
structure	p-CIP stab down	CRFBP-R2 block	IDE cell inh
Nc1nc2ccccc2nc1N1CCCC1	-5	-9	5
Cc1ccc2oc(=O)c3cnn(CC(=O)NC4CCC(C)CC4)c3c2c1 (centres undefined)	-9	-14	1
COc1cccc(CNC(=O)COc2cc3c(c4oc(=O)cc(C)c24)CCC(C)(C)O3)c1	-6	9	7
CC1=C(/C=C/C(C)=C/C=C/C(C)=C/CO)C(C)(C)CCC1	/	-15	4
COCCn1c(=NC(=O)c2ccc(S(=O)(=O)N3CCCc4ccccc43)cc2)sc2cc(S(C)(=O)=O)ccc21	-2	-13	2

(next part)
SMILES	IDE cell activ	CRFBP-R2 agonist	PHOSPHO1 inh	CRFBP-R2 block	IDE cell inh	p-CIP stab down	GalR3 antag	MEKK3 PB1 HTS	M4 PAM
Cc1cccc(CC(=O)Nc2cc(=O)n(C)c(=O)n2C)c1	-8	-1.1	-7	33	-2	-7	1	86	0
CC(C)CNC(=O)C1CCN(Cc2ccc(OCc3ccccc3)cc2)CC1	-2	1.6	18	15	11	-8	-4	114	0
CC(C)(C)OC(=O)NCCOC(=O)c1[nH]cnc1C(=O)NCc1ccccc1	3	0.0	/	-7	6	/	3	/	0
Cn1nnc2c(sc3nc(N4CCOCC4)c4c(c32)CCCC4)c1=O	7	-1.6	24	9	-3	-2	/	101	7
C/C(CC(=O)Nc1cc(C)ccn1)=N\NC(=O)c1cccc(C)c1	2	1.4	-5	-4	8	6	-8	101	-2
Cc1ccc(OCc2nnc(SCC(=O)Nc3cc(C)on3)n2C)cc1	1	-3.5	2	1	7	3	-3	102	0
COc1ccc(CN2CCc3ccccc3C2)c(OC)c1OC	1	-0.1	26	20	1	-1	-3	110	7
Cc1ccccc1NC(=O)N1CCCN(c2ccc(C#N)cn2)CC1	2	0.6	/	-8	1	-30	-9	103	2
Cc1noc2ncnc(N3CCCC3)c12	-2	0.3	43	-17	2	-7	-4	114	-2
O=C(NNC1=C(C(=O)C(F)(F)F)CCC1)c1ccncc1	2	-3.6	24	22	-2	-16	-7	95	-3
O=C1CC(c2ccccc2)n2nc(NC(=O)C3CCCO3)nc2N1 (centres undefined)	4	-0.1	-15	-6	-1	-6	-2	96	4
Cc1cc(C2(c3ccc(O)c(C)c3)C(=O)N(C)c3ccc(Br)cc32)ccc1O	-2	1.6	/	-1	4	/	-2	/	1
COc1ccc(NC(=O)COCC(=O)Nc2ccc(C)cc2)cc1	3	-0.9	19	17	4	-2	-3	100	3
Cc1cc2oc(=O)cc(CSc3nc(N)cc(N)n3)c2cc1C(C)C	2	2.4	16	4	1	-9	-1	103	-2
COc1cccc(/C=N/NC(=O)CNC(=O)c2ccncc2)c1O	8	-0.9	15	-7	-2	6	5	102	-3
Nc1ccccc1SCC(=O)Nc1cccc2ccccc12	6	-1.4	14	-17	2	-4	-8	101	3
NC(=O)COc1ccc(/C=C2\C(=O)ON=C2c2ccccc2)cc1	11	1.2	/	-7	7	/	3	/	-4
COP(=O)(OC)c1nc(-c2ccc(C)cc2)oc1N1CCCCC1	-2	-2.1	10	2	2	-7	-10	97	-4
Cc1cccc(-c2nnc3sc(-c4ccccc4C)nn23)c1	5	-1.1	3	-127	5	-4	-7	99	-10
Nc1ncnc(Oc2ccccc2F)c1[N+](=O)[O-]	4	1.1	30	-16	-5	-11	4	102	5
CCN(CC)CCCC(C)Nc1nccc2c(Cl)cccc12 (centres undefined)	0	-3.6	/	-12	/	/	-5	/	4
N#Cc1cccc(Nc2c3c(nc4ccccc24)CCC3)c1	4	0.2	19	-10	-6	4	-9	98	-6
Cc1sc2ncn(-c3ccccc3)c(=O)c2c1C	2	-1.7	37	-7	4	0	2	89	0
CCCCCCCCCc1nc2sc3c(c2c(=O)n1NC(=O)c1ccccc1[N+](=O)[O-])CC(C)(C)OC3	-2	7.2	19	15	0	-7	-4	98	-4
COc1ccc(NC(=O)Nc2ccc3c(c2)C(=O)N([C@H](C)CO)C[C@H](C)[C@@H](CN(C)Cc2ccc(Cl)c(Cl)c2)OCCCC[C@@H](C)O3)cc1	/	0.8	/	-4	/	/	0	/	-6
CCN(CC(=O)Nc1ccccc1OC)C(=O)CN1C(=O)NC(C)(c2ccc3ccccc3c2)C1=O (centres undefined)	-1	-2.5	/	-1	/	/	-3	/	5
NS(=O)(=O)c1ccc(C(=O)Nc2ccc(-c3nc4cccnc4s3)cc2)cc1	0	-3.6	3	-12	1	3	-3	94	11
CCCCOCC1CC(CC#CCN2CCCCC2)C(=O)O1 (centres undefined)	0	-1.7	37	7	/	-6	-5	112	-2
Cc1cccc(NC(=O)COC(=O)c2ccc3c(c2)OCO3)c1C	2	-1.8	23	11	-3	-7	-8	106	-3
CC(C)Oc1ccc(S(=O)(=O)N2CCOCC2)cc1NC(=O)c1ccc(N2CCCC2=O)cc1	1	-0.8	58	1	3	-11	-3	104	-5
Cc1cc(C)cc(OCC(=O)Nc2cccc(-c3nc4ncccc4o3)c2)c1	0	4.7	0	-8	0	-11	4	101	-4
O=C(CSc1nnc(-c2ccccc2)c2ccccc12)NCCN1C(=O)CSC1=O	4	1.1	/	4	-3	/	-3	/	-1
